Screening results as filed in PubChem BioAssay.
V1R ag counter: counter-screen for oxytocin receptor agonists: human V1a receptor agonists. 320,000 compounds, 0.25% hits. P37288. activation, % at 3 µM. CHO-V1R cells, Fluo-8 calcium fluorescence, agonist mode; 0% DMSO, 100% 3 nM vasopressin;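 active means activation above the mean activation of all tested compounds plus 3 SD, per screening run, cut at about 20% in these data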;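 further: signal is peak over basal fluorescence ratio across a 100 second FLIPR read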
Target sequence (P37288 whole entry, looked up): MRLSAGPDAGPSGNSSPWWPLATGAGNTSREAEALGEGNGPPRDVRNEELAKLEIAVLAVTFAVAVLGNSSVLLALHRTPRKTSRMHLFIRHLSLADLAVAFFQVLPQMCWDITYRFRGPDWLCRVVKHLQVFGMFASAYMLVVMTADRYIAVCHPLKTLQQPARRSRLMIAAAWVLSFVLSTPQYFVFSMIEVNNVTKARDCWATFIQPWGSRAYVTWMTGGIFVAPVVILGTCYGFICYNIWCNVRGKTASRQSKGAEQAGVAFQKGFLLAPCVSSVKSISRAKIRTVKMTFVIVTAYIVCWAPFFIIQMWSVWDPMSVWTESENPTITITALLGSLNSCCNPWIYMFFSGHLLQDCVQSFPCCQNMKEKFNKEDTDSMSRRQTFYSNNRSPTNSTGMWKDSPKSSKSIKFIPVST
M1 PAM parental: counter-screen for M1 PAMs: effect in parental CHO-K1 cells | ATP EC20, Fluo-8 calcium fluorescence; 0% at ATP EC20, 100% at ATP max | 360,000 compounds, 0.02% hits | activation, % at 3 µM;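 active means activation above the run cutoff, the mean activation of all test compounds plus 3 SD, cut at about 40% in these data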;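 further: peak over basal fluorescence ratio in a 140 s read after ATP addition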
CHO parental Ca: counter-screen for OX1R antagonists: effect in parental CHO cells. parental CHO-K1, ATP-induced calcium, Fluo-8 fluorescence. inhibition, % at 5.6 µM. 330,000 compounds, 0.63% hits. AID 463079;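 active means inhibition above that plate's mean sample inhibition plus 3 SD, cut at about 26% in these data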;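 further: 0% = ATP-challenged DMSO wells and 100% = DMSO wells without ATP; some compounds past the cut are filed as inactive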
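Material: Parental CHO cells | Reagent: ATP | Compound dosing: Single nominal dose of 5.6 µM per compound | Detection: Intracellular calcium via Fluo-8 no-wash fluorescent dye | Read-out: % inhibition of ATP-induced calcium mobilization | Benchmarks: Low control ATP plus DMSO, high control DMSO only | Replicates: Singlicate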
GPR7 antag: human neuropeptides B/W receptor 1 antagonism; AID 1861; inhibition, % at 4.4 µM; 290,000 compounds, 1.1% hits; GPR7-expressing cells, fluorescence antagonist assay; in the data active means inhibition above about 16%, passing the limit was not always enough;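 further: cells stimulated with the agonist NPW; 0% = agonist with vehicle and 100% = vehicle without agonist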
OXTR potentiator: potentiates the human oxytocin receptor response. CHO-OTR cells, Fluo-8 calcium fluorescence, potentiator mode; 0% = oxytocin EC15, 100% = EC100. activation, % at 3 µM. 320,000 compounds, 0.061% hits. AID 2445;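 active means activation above that plate's cutoff, the mean activation of tested compounds plus 3 SD, cut at about 6.6% in these data, passing the limit was not always enough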;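 further: 100% uses oxytocin at 75 nM as the full agonist control; some results filed as inactive read as strong as hits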
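Assay system: CHO cell line stably expressing human OTR. Reagent: EC15 oxytocin agonist. Dosing: single dose, 3.0 µM nominal final compound concentration. Timing: compound 6 min at room temperature before oxytocin, 100 s read. Signal: kinetic Fluo-8 calcium fluorescence. Controls: oxytocin EC15 low and EC100 high.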
OXTR ag: activates the human oxytocin receptor | 320,000 compounds, 0.32% hits | P30559 | CHO-OTR cells, Fluo-8 calcium fluorescence; normalized: DMSO 0%, oxytocin 100% | activation, % at 3 µM;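 active means activation above the mean of all tested compounds plus 3 SD, cutoff set per screening run, cut at about 20% in these data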;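 further: peak over basal fluorescence ratio from a 100 s FLIPR kinetic read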
TAAR1 antagonist: human TAAR1 antagonism | Q96RJ0 | CHO RD-HGA16 TAAR1, Fluo-8 calcium fluorescence, antagonist | inhibition, % at 3 µM | 360,000 compounds, 1.5% hits;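 active means inhibition above a per-plate cutoff, the mean inhibition of test compounds on that plate plus 3 SD, cut at about 49% in these data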;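 further: 0% = DMSO plus EC80 beta-PEA response and 100% = DMSO alone without agonist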
Target sequence (Q96RJ0 whole entry, looked up): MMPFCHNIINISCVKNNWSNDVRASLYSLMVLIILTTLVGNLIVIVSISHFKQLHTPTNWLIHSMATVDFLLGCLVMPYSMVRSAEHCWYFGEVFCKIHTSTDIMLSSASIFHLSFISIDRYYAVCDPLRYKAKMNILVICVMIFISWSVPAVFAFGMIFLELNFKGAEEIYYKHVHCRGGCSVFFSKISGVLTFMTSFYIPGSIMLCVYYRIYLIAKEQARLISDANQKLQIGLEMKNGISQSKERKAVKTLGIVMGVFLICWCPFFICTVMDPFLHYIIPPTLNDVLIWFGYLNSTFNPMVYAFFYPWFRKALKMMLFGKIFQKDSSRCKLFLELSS
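Test system: CHO RD-HGA16 cells bearing hTAAR1 | Reagent: β-PEA, EC80 | Compound dosing: 3 µM, single point | Schedule: Dye loading 75 min at 37 °C, then 30 min room temperature | Signal: Calcium fluorescence with Fluo-8 | Evaluation: Percent inhibition of PEA-evoked calcium signal, max/basal emission ratio | Control set: DMSO-only wells and EC80 β-PEA-stimulated wells | Repeats: Singlicate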
CHO-K1 Ca ag: nonselective activator or artifact in parental CHO-K1 cells; Fluo-8 calcium fluorescence; scaled to maximal ATP response, vehicle zero; activation, % at 3 µM; 360,000 compounds, 0.48% hits; AID 602248; in the data active means activation above about 15%;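 further: untransfected CHO-K1 host cells lacking M1 receptor as counterscreen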
CHO-K1 Ca antag: nonselective inhibitor or artifact in parental CHO-K1 cells; ATP-induced calcium, Fluo-8 fluorescence; inhibition, % at 3 µM; 360,000 compounds, 0.6% hits; AID 602250;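 active means inhibition above a per-plate cutoff, the plate's mean sample inhibition plus 3 SD, cut at about 24% in these data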;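 further: 0% = DMSO plus EC80 ATP and 100% = DMSO alone without ATP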
Active calls of the source: *; / = not tested or not shown.

SMILES | V1R ag counter | M1 PAM parental | CHO parental Ca | GPR7 antag | OXTR potentiator | OXTR ag | TAAR1 antagonist | CHO-K1 Ca ag | CHO-K1 Ca antag
O=C(Nc1ccc(F)c([N+](=O)[O-])c1)c1cccs1 | 0.4 | -20 | 3 | 0 | -14 | 0.0 | 13 | 1.7 | 9
Cc1c(OCC(=O)NCc2cccnc2)ccc2c3c(c(=O)oc12)CCCC3 | 0.9 | 5 | -16 | 1 | -2 | -0.9 | -11 | 0.5 | -13
C[C@@H]1CN([C@H](C)CO)C(=O)c2cc(NC(=O)Nc3ccc(C(F)(F)F)cc3)ccc2O[C@H]1CN(C)Cc1ccc(Cl)c(Cl)c1 | 0.8 | 2 | -13 | / | -7 | 2.9 | -21 | 0.5 | -11
Cc1ccc(-n2c(C)cc(C(=O)CN3CCCCC3)c2C)cc1 | 1.4 | 17 | -19 | 0 | 7 | -0.1 | -4 | 1.6 | -5
O=C(Nc1cccc(F)c1)C1CCCN(S(=O)(=O)c2cccc3cccnc23)C1 (stereo unspecified) | 6.2 | -10 | -22 | -19 | -10 | 2.9 | -15 | 5.8 | -4
CCOC(=O)Nc1ccc2c(c1)N(C(=O)N1CCN(C)CC1)c1ccccc1CC2 | 0.2 | 12 | -9 | -1 | -7 | 1.6 | -15 | 0.3 | -17
CC(C)C(NC(=O)CCNC(=O)c1ccccc1Cl)c1nc2ccccc2[nH]1 (stereo unspecified) | -0.5 | -11 | -21 | / | -6 | -0.8 | 3 | 0.0 | -4
CCC(C)NC(=O)C1CCC(=O)N1Cc1ccc(C)cc1 (stereo unspecified) | 0.3 | 20 | -9 | -14 | -26 | 1.4 | -8 | 0.1 | -13
Cc1cc(/C=C2\SC(=O)NC2=O)c(C)n1-c1ccc(N2CCOCC2)cc1 | 5.9 | -26 | -13 | -4 | -14 | 12 | 22 | 0.5 | 7
Cc1c(Cl)c([N+](=O)[O-])nn1CC(=O)Nc1ccc2c(c1)OCO2 | 0.4 | 5 | -6 | 2 | 5 | 2.4 | 5 | 0.9 | -5
CC(C)(SC(=S)N1CCOCC1)C(=O)O | 0.0 | 15 | -15 | -7 | -2 | 0.6 | 9 | 0.0 | -7
CCCCC(=O)N(C)c1c(C)nc2ccc(C(=O)N3CCN(S(=O)(=O)CC)CC3)cn12 | / | 9 | / | / | / | / | -21 | 0.4 | -1
C=CCn1c(C)cc(C(=O)COC(=O)CNC(=O)c2ccccc2)c1C | 1.9 | 10 | -14 | -7 | -4 | 0.5 | 11 | 1.6 | -5
COC(=O)CCCC(=O)N1CCC(CCC(=O)NC2CC2)CC1 | 0.0 | 7 | 12 | -15 | -3 | 0.0 | -12 | 1.2 | -14
O=[N+]([O-])c1ccccc1/C=C/CN1CCCCC1CO (stereo unspecified) | / | 15 | / | -15 | / | / | -12 | 1.2 | -10
O=C(N/N=C/c1ccc(Sc2nc3ccccc3s2)c([N+](=O)[O-])c1)c1ccccn1 | 0.7 | -4 | -8 | 7 | -2 | 0.1 | 2 | 0.0 | 14
Cc1cc(C)cc(C(=O)NCCCN2CCOCC2)c1 | 0.1 | 24 | -3 | -10 | -7 | 1.2 | -5 | 12 | 1
Nc1[nH]c(=O)[nH]c(=O)c1N=Nc1ccc(C(=O)O)cc1 | / | 8 | / | -3 | / | / | 0 | 1.5 | -7
CN(C)CCCNC(=O)c1ccccn1 | 0.6 | -5 | 0 | -3 | -2 | 0.9 | -8 | 0.1 | 9
Cc1ccc(-c2nc(CS(=O)(=O)CC(=O)NCCN3CCCC3)c(C)o2)cc1 | -0.8 | -12 | -29 | -3 | -4 | -2.6 | -8 | -0.5 | -5
CCOc1ccc(OCCC(=O)N(CC(C)C)c2c(N)n(Cc3ccccc3)c(=O)[nH]c2=O)cc1 | / | 13 | / | / | / | / | -30 | 0.3 | -16
COCC(=O)NC1CCN(CC(=O)Nc2ccc(OC)cc2[N+](=O)[O-])CC1 | 0.6 | 4 | -1 | -2 | -1 | -0.4 | -13 | -0.2 | -14
COCCn1c(SCC(=O)Nc2ccc(Cl)cn2)nnc1-c1ccncc1 | 2.2 | -2 | -8 | -16 | -4 | 1.6 | -14 | 2.5 | -16
Cc1ccc(NC(=O)Cn2ncn3c(cc4ccccc43)c2=O)c(C)c1 | 0.5 | 2 | -6 | -4 | 6 | -1.0 | 2 | 0.5 | -13
O=C(CCc1nc2ccccc2c(=O)[nH]1)N1CCN(S(=O)(=O)c2cc(Cl)ccc2Cl)CC1 | / | 23 | / | / | / | / | 8 | 0.1 | -23
COC(=O)C[n+]1cccc2ccccc21 | 1.7 | 21 | -11 | -17 | 1 | 0.8 | -17 | 1.4 | -26
Cc1ccnc(NC(=O)c2ccc(S(=O)(=O)N3CCCCC3)cc2)c1 | 0.9 | -2 | 5 | / | 1 | -0.6 | 7 | 0.9 | -13
COCCNC(=S)N(CCc1c(C)[nH]c2ccc(C)cc12)Cc1cccnc1 | 1.8 | 9 | -12 | 6 | -5 | 0.0 | -5 | 0.7 | -5
CCC(=O)Nc1nc2ccc(NC(=O)c3cc(OC)c(OC)c(OC)c3)cc2s1 | 0.2 | 9 | 1 | -18 | -9 | -1.6 | -6 | 1.1 | -1
COc1ccc(S(=O)(=O)N2CCC(C(=O)NCCCc3ccccc3)CC2)cc1 | 0.6 | -12 | -3 | -1 | -4 | -0.4 | -28 | 3.1 | 6
CC(C)C[C@H](NC(=O)c1nc[nH]c1C(=O)NCC(=O)OCc1ccccc1)C(=O)OC(C)(C)C | -0.3 | 4 | -25 | -8 | -3 | -1.0 | 28 | 0.8 | -2
CC(=O)c1ccc(NC(=S)NC(=O)/C=C/c2ccc(F)cc2)cc1 | -0.1 | 5 | -15 | 48* | -7 | 0.4 | / | 0.7 | -8
CCN(CC)C(C(=O)Nc1ccc(C(C)C)cc1)c1ccc2c(c1)OCO2 (stereo unspecified) | 0.7 | 26 | -23 | 15 | -1 | 2.4 | -15 | 0.2 | -15
O=S1(=O)CC(O)C(NCCO)C1 (stereo unspecified) | -0.2 | 2 | 0 | -16 | -4 | 0.3 | -8 | -0.8 | 5
CCOC(=O)C1CCCN(C(=O)c2ccc(C)c(S(=O)(=O)N3CCCCC3)c2)C1 (stereo unspecified) | 1.7 | -17 | -14 | / | -2 | 0.6 | 3 | 2.9 | 4
OC[C@@H]1CN(Cc2ccccc2)C[C@H](n2cnc3c(NCc4ccc(F)cc4)ncnc32)O1 | / | 9 | / | / | / | / | 0 | 2.7 | -3
c1ccc2c(Nc3nc(-c4ccncc4)nc4ccccc34)cccc2c1 | -1.8 | 12 | -28 | -10 | 6 | -3.1 | -14 | 0.2 | -9
COc1ccc(CNC(=O)CSc2nc(C)cs2)cc1 | 0.0 | 7 | -12 | 1 | -11 | -1.3 | -24 | -0.2 | 3
N#Cc1ccc(-c2nc3ccccc3c(=O)n2O)cc1 | 0.4 | -11 | 1 | -6 | -9 | 0.8 | -9 | -0.2 | -12
O=C(Nc1cccc(Cl)c1)NC1CCS(=O)(=O)C1 (stereo unspecified) | 1.0 | 4 | -9 | -2 | -6 | 0.2 | 17 | 0.8 | 9
CC(C)CN(C(=O)c1cccc(Cl)c1)c1c(N)n(Cc2ccccc2)c(=O)[nH]c1=O | 0.0 | 10 | -25 | / | -1 | -1.2 | -6 | -0.5 | 2
Cc1ccc(-c2nnn(CC(=O)N(Cc3cccs3)C(C(=O)NC(C)(C)C)c3ccc(C)o3)n2)o1 (stereo unspecified) | 1.8 | 6 | -27 | -9 | -15 | -1.6 | 26 | 1.5 | 7
CCCCOC(=O)C1=C(C)Nc2ncnn2C1c1cc(OC)c(OC)cc1OC (stereo unspecified) | -0.2 | 16 | -15 | -13 | 1 | -0.7 | 4 | 1.1 | -4
COc1ccccc1-c1c(C)oc2c(CN3CCCCC3C)c(O)ccc2c1=O (stereo unspecified) | 0.3 | 9 | 3 | 5 | -10 | -0.4 | -8 | 0.3 | -2
Cc1ccc(-c2cc(C(=O)NCc3ccc4c(c3)OCO4)[nH]n2)c(O)c1C | 2.9 | 6 | -14 | -10 | -8 | 0.7 | 7 | 1.1 | -5
COc1ccc(N(CC(=O)NCc2ccco2)S(=O)(=O)c2ccc(C)cc2)cc1 | 0.3 | 23 | -22 | 4 | -7 | 0.0 | / | 0.0 | -5
COC(=O)CCC(=O)Nc1ccc(C)cc1OC(=O)CCC(=O)OC | 0.3 | 17 | -15 | -5 | -9 | -1.1 | 11 | 0.3 | -6
O=C(c1ccncc1)N(Cc1ccco1)Cc1cc2ccccc2[nH]c1=O | -0.3 | -2 | -11 | -4 | 0 | -0.3 | 0 | 1.0 | -3

Gathered by group, the entries above with an aryl methoxy group.
SMILES | V1R ag counter | M1 PAM parental | CHO parental Ca | GPR7 antag | OXTR potentiator | OXTR ag | TAAR1 antagonist | CHO-K1 Ca ag | CHO-K1 Ca antag
COCC(=O)NC1CCN(CC(=O)Nc2ccc(OC)cc2[N+](=O)[O-])CC1 | 0.6 | 4 | -1 | -2 | -1 | -0.4 | -13 | -0.2 | -14
CCC(=O)Nc1nc2ccc(NC(=O)c3cc(OC)c(OC)c(OC)c3)cc2s1 | 0.2 | 9 | 1 | -18 | -9 | -1.6 | -6 | 1.1 | -1
COc1ccc(S(=O)(=O)N2CCC(C(=O)NCCCc3ccccc3)CC2)cc1 | 0.6 | -12 | -3 | -1 | -4 | -0.4 | -28 | 3.1 | 6
COc1ccc(CNC(=O)CSc2nc(C)cs2)cc1 | 0.0 | 7 | -12 | 1 | -11 | -1.3 | -24 | -0.2 | 3
CCCCOC(=O)C1=C(C)Nc2ncnn2C1c1cc(OC)c(OC)cc1OC (stereo unspecified) | -0.2 | 16 | -15 | -13 | 1 | -0.7 | 4 | 1.1 | -4
COc1ccccc1-c1c(C)oc2c(CN3CCCCC3C)c(O)ccc2c1=O (stereo unspecified) | 0.3 | 9 | 3 | 5 | -10 | -0.4 | -8 | 0.3 | -2
COc1ccc(N(CC(=O)NCc2ccco2)S(=O)(=O)c2ccc(C)cc2)cc1 | 0.3 | 23 | -22 | 4 | -7 | 0.0 | / | 0.0 | -5
